RmlC RmlD mix = RmlC and RmlD coupled enzyme inhibitors, primary screen, biochemical, 384-well, compound mixtures, retest; actives 0.39% (n = 110,000); RmlC/RmlD coupled enzyme inhibition, 384-well mixture HTS; inhibition, % at 5.5 µM; in the data active = inhibition above about 30%, passing the limit was not always enough; note: strong numbers were not always called active
HIV RNase H inh = HIV-1 RT RNase H inhibitors, primary screen, biochemical, fluorescence. RT-RNase H RNA/DNA duplex cleavage. inhibition, % at 10 µM. actives 1.9% (n = 65,000). AID 565, 2006; in the data active = inhibition above about 50%
Numbers without * were called inactive; . = not tested or not shown. The list is partial; count on the stated rates, not on these rows.

Each structure is followed by: RmlC RmlD mix, HIV RNase H inh
CC(NC(=O)Nc1ccc(O)cc1)(C(F)(F)F)C(F)(F)F
    -8.1, -1.0
C=C1CCN([C@H](C(=O)NCc2ccccc2)C(C)C)S(=O)(=O)c2ccccc21
    -6.2, .
CCCC(=O)N1CCN(c2ccc(NC(=O)c3cc4ccccc4o3)cc2)CC1
    13.8, 1.7
Cc1cc(C)nc(NC2=NCC(=O)N2c2ccc(Cl)cc2)n1
    ., 4.3
O=C(NC1CC1)C1CCC(=O)N1C1CCCC1 (centres undefined)
    1.5, -8.7
CC12C(=O)N(c3cccc4cccnc34)C(=O)C1C1C=CC2C1 (centres undefined)
    7.5, -8.3
CCN(CCNC(=O)C1CCN(S(=O)(=O)CC)CC1)c1ccccc1
    3.0, -1.5
O=C(c1ccco1)n1nc(-c2ccccc2)nc1NCc1ccco1
    50.3, -4.3
CCCCn1c(N)c(N(CCC(C)C)C(=O)CSc2nnc3ccccn23)c(=O)[nH]c1=O
    -6.3, -6.2
COc1cc(C2Nc3cc(Cl)c(S(N)(=O)=O)cc3S(=O)(=O)N2)ccc1OCc1ccccc1 (centres undefined)
    -4.5, .
CN1C(=O)SC(Nc2ccc(F)cc2)C1=O (centres undefined)
    -0.5, -10.5
CC1(C)NC(=O)N(CC(O)Cn2nnc3ccccc32)C1=O (centres undefined)
    -8.7, -8.2
Cc1cccn2cc(-c3ccc(S(=O)(=O)N4CCOCC4)cc3)nc12
    8.6, -17.8
O=C(NCc1ccco1)c1sc2cccc(F)c2c1Cl
    -7.6, 7.2
Cc1cccc(NC(=O)C2CCCN(S(=O)(=O)c3c(C)nn(C)c3C)C2)n1 (centres undefined)
    3.0, -6.2
Nn1c(SCC(=O)NC(=O)NCc2ccccc2)nnc1C1CC1
    -16.4, 1.4
C[C@@H]1CC=C[C@H]2[C@H]1C(=O)N(Cc1ccccc1)[C@H]2c1ccc(Br)cc1F
    -8.6, .
CC(C)CCn1c(Oc2ccccc2Cl)nc2c1c(=O)n(C)c(=O)n2C
    11.2, .
O=C(O)CCC(=O)N1CCc2cc(S(=O)(=O)Nc3ccc4c(c3)OCCO4)ccc21
    5.8, 1.9
Cc1ccccc1OCCCC(=O)Nc1nccs1
    -7.2, -6.6
CCCCCCNC(=O)C(C#N)c1nc2ccccc2nc1N1CCOCC1 (centres undefined)
    7.0, -12.5
Cc1ccc(C(=O)Nc2cccc(N(C)S(C)(=O)=O)c2)cc1S(=O)(=O)Nc1ccccc1
    2.9, .
COc1ccc(CCNC(=O)CSc2nc(N)c(C#N)c(-c3cccs3)c2C#N)cc1OC
    -6.6, -4.7
CCC(C)Nc1nc2c(c(=O)[nH]c(=O)n2C)n1CCC(C)C (centres undefined)
    -9.7, 1.6
CN1CCCN(C(c2ccccc2)c2ccc(Cl)cc2)CC1 (centres undefined)
    -13.9, 1.9
CCOc1ccc(-c2nnc(-c3ccccc3)o2)cc1
    9.0, .
CCCC(=O)N1CCN(c2ccc(NC(=O)c3cc4ccccc4o3)cc2Cl)CC1
    -12.6, -7.0
O=C(CSc1nnc(C2CCCCC2)o1)N1CCCCC1
    12.1, -6.8
COc1cc(CNc2nc3ccccc3[nH]2)cc(OC)c1OC
    -14.4, -0.3
O=C1C(=O)N(CCCn2ccnc2)C(c2ccccn2)/C1=C(/O)c1ccccc1 (centres undefined)
    ., -7.3
CC(C)Oc1cccc(C(=O)NC(=S)Nc2ccc(Cl)c(C(=O)O)c2)c1
    4.9, .
CCOC(=O)c1c(NC(=O)c2ccnn2C)sc(C)c1C
    -11.1, .
CN1C2C=C3C(C#N)=C(N)C(C#N)(C#N)[C@@H](c4cccs4)C3C1CC2 (some centres undefined)
    -14.2, 1.7
C/C=C1\COC(C(=O)NCc2cccc(OC)c2OC)(C(F)(F)F)C=C1C=C1CCCCC1 (centres undefined)
    7.8, .
COCCOC(=O)C1=C(C)N=C2SCCC(=O)N2C1c1ccc(C(=O)OC)cc1 (centres undefined)
    -6.0, -2.7
O=C(Cn1cnc2ccccc2c1=O)NCCC(=O)N1CCC2(CC1)OCCO2
    -8.2, .
O=C(Nc1ccc2c(c1)nc1n2CCN(Cc2ccccc2)C1)NC1CCCCC1
    24.0, .
CCOc1ccc(S(=O)(=O)Nc2cccc(N(C)S(C)(=O)=O)c2)cc1
    6.5, .
COc1ccccc1-c1cc(C(F)(F)F)nc(S(=O)(=O)CCCC(=O)N2CCOCC2)n1
    69.4, -11.1
C[N+](C)(C)CC#CCN1CCCC1=O
    8.9, .
O=C(NCc1cccs1)c1ccccc1F
    -6.4, -4.1
Cc1ccc(/C=N\NC(=O)c2cc(OCC(F)(F)F)ccc2OCC(F)(F)F)cc1
    4.7, .
COc1ccc(CNS(=O)(=O)c2ccc(C3CNC(=O)C3)cc2)cc1 (centres undefined)
    -11.5, -13.8
NC(=O)CSc1nnnn1-c1ccc(OC(F)(F)F)cc1
    3.3, -28.1
COc1nc(N)nc(N2CCOCC2)n1
    -2.2, 4.6
CNC(=O)c1c(NC(=O)c2ccc(S(=O)(=O)N3CCOCC3)cc2)sc2c1CCC2
    ., -8.7
CCOC(=O)Nc1ccc(C)cc1C
    -10.5, .
CC(C)(C)OC(=O)[C@H](Cc1ccccc1)NC(=O)c1nc[nH]c1C(=O)NCc1ccccc1
    2.4, .
CC(O)[C@H]1CNC(=S)N1CCc1cccc(F)c1 (some centres undefined)
    7.6, .
CC(C)(C)C(=O)NCC12C=CC(O1)C1C(=O)N(c3ccccc3)C(=O)C12 (centres undefined)
    -15.9, .

2 of the compounds above, as labelled records:
mol: CC(C)(C)C(=O)NCC12C=CC(O1)C1C(=O)N(c3ccccc3)C(=O)C12 (centres undefined)
  RmlC RmlD mix = -15.9 | HIV RNase H inh = .

mol: Cc1ccc(/C=N\NC(=O)c2cc(OCC(F)(F)F)ccc2OCC(F)(F)F)cc1
  RmlC RmlD mix = 4.7 | HIV RNase H inh = .

The listing continues:
Each structure is followed by: RmlC RmlD mix, HIV RNase H inh
COCCN(CC(=O)NCc1ccccc1)C(=O)CCC(=O)Nc1nccs1
    5.0, -1.7
O=C(COc1ccc(Cl)cc1Cl)N(Cc1ccco1)C1CCS(=O)(=O)C1 (centres undefined)
    13.0, -8.9
Cc1c(C(N)=O)sc2nc(-c3ccccc3)cn12
    ., -6.7
CC(=O)Nc1ccc(NC(=O)CN(c2ccc(F)cc2)S(=O)(=O)c2ccc3c(c2)OCCO3)cc1
    3.0, .
COc1ccc(N2C(=O)CC(N3CCN(c4ccc(S(C)(=O)=O)cc4)CC3)C2=O)cc1 (centres undefined)
    4.4, .
CC(Cc1ccccc1)[n+]1cc(/N=C(\[O-])Nc2ccccc2)on1 (centres undefined)
    6.9, .
O=C(NCc1ccco1)c1cc2nc(-c3cccs3)cc(C(F)(F)F)n2n1
    -12.1, -7.2
CCOC(=O)c1csc(NC(=O)c2ccc(OC)c(OC)c2)n1
    -9.8, 3.3
CC(C)CCOc1ccc(C(=O)C[N+]2(C)CCOCC2)cc1
    -41.4, .
CCOC(=O)c1c(-c2ccc(C)o2)csc1NC(=O)CSc1nnc(C)s1
    4.4, 29.1
COc1ccc(/C=C2\C(=O)NCC(=O)N2Cc2ccccc2)cc1
    9.8, .
O=C(N1CCOCC1)N(Cc1cccs1)C1CCCC1
    -1.4, -11.2
CC12CCC(C(=O)Nc3cccc4ccccc34)(C1Br)C2(C)C (centres undefined)
    6.2, .
CCOC(=O)C1CCN(C(=O)N(C)C)CC1
    10.0, 2.4
Cc1nnc(SCCn2c(N3CC(C)CC(C)C3)nc3c2c(=O)[nH]c(=O)n3C)s1 (centres undefined)
    -4.2, -4.4
CCCCn1c(SCC(=O)Nc2sc3c(c2C(N)=O)CCC3)nnc1-c1ccccc1
    -15.3, .
COc1ccccc1N1CCN(Cc2nc(N)nc(Nc3ccccc3)n2)CC1
    3.3, -5.9
Cc1[nH]n(-c2cccc(Cl)c2)c(=O)c1-c1ccccc1
    4.4, .
CC1(C)Cc2ccccc2-c2nc(NCCCO)n(-c3ccccc3)c(=O)c21
    20.4, -6.3
COc1ccc(C2/C=C\CN(C(=O)C3CCCC3)CC(=O)N2Cc2ccc(F)cc2)cc1 (centres undefined)
    -7.9, .
CCOC(=O)c1cnc(SC)nc1Oc1cccc(NS(=O)(=O)c2ccccc2)c1
    -6.0, .
Cc1cc(C)c(S(=O)(=O)N(CC(=O)NCc2cccnc2)C2CCCCC2)c(C)c1
    -13.5, -20.3
CCn1cc(C(=O)N2CCN(c3cccc(Cl)c3)CC2)c2cc(OC)c(OC)cc2c1=O
    1.1, .
COc1cc(C)c(S(=O)(=O)N2CCCC2)cc1C
    -5.6, -24.1
O=C(O)CCc1ccc(-c2ccc(F)cc2)n1CC(=O)O
    -3.0, 3.2
CCCOc1ccc(-c2cnc(N)s2)cc1
    6.6, .
COC(=O)c1cc(CC(=O)c2ccc(O)cc2O)c(C)o1
    -4.6, -28.7
Cc1[nH]nc(-c2ccc(O)c(C)c2O)c1-c1cnn(-c2ccccc2)c1
    -10.3, -19.1
CCOc1ccc(S(=O)(=O)N2CCCC2)cc1
    4.9, .
COc1cc2c(cc1NC(=O)Nc1ccccc1)oc1ccccc12
    -23.0, .
Cc1occc1-c1nnc(SCc2cc(=O)n3cc(Br)ccc3n2)n1C
    ., 16.1
COc1ccc2c(CC#N)c[nH]c2c1
    ., -4.9
CS(=O)(=O)Nc1ccc(C(=O)NCc2cccnc2)cc1
    -16.5, 6.7
COc1cccc(C2/C(=C(/O)c3ccccc3)C(=O)C(=O)N2CCCC(=O)O)c1 (centres undefined)
    ., -0.6
CN(C)[C@@H]1C(=O)C(C(N)=O)=C(O)[C@@]2(O)C(=O)C3=C(O)c4c(O)ccc(Cl)c4[C@@H](O)[C@H]3C[C@@H]12
    -11.2, 3.5
CC(C)CCNC(=O)C1CCN(S(=O)(=O)c2ccc3c(c2)CCC(=O)N3)CC1
    6.4, 5.0
CCOc1cc(S(=O)(=O)N2CCC(Cc3ccccc3)CC2)c(OCC)cc1-n1cnnn1
    -12.2, -6.2
Cc1nc(C(=O)Nc2cc(F)cc(Cl)c2)sc1C1(C)CC(c2ccccc2)=NO1 (centres undefined)
    -10.6, .
CCCCCCCC(=O)NN1CCOCC1
    4.4, .
COc1ccc(C2c3cc(OC)c(OC)cc3CCN2C2CC(=O)N(c3ccccc3)C2=O)cc1OC (centres undefined)
    -15.0, .
Cc1nccn1-c1c2c(c(C#N)c3nc4ccccc4n13)CCCC2
    ., -7.4
CCN1C(=O)NC(c2cc(Br)ccc2OC)C(C(=O)OC)=C1C (centres undefined)
    -11.3, -26.6
Fc1ccccc1COc1ccc(/C=N/n2cnnc2)cc1
    3.7, -37.1
O=C1CN2C(=Nc3ccc(Br)cc3C2c2ccccc2)CCN1 (centres undefined)
    -7.6, 1.8
CC(C)NC(=O)Cn1c(SCC(=O)N2c3ccccc3CC2C)nc2ccccc21 (centres undefined)
    0.1, 11.8
COc1ccc(CN(CC(=O)NCc2ccco2)C(=O)CCC(=O)Nc2ccccn2)cc1
    3.6, -8.3
Fc1ccc(NC(=S)NCCc2ccccc2)c(F)c1F
    6.0, .
N#CCC(CNc1ncc(C(F)(F)F)cc1Cl)OC(=O)c1ccc(Cl)cc1Cl (centres undefined)
    7.1, .
CCC(OC(=O)c1cccs1)C(=O)NCc1ccco1 (centres undefined)
    -14.8, -9.5
Cc1nnc2sc(-c3cccc4ccccc34)nn12
    -5.7, -24.2

Additional compounds
Each structure is followed by: RmlC RmlD mix, HIV RNase H inh
O=C(CN1C(=O)c2cccc3cccc1c23)Nc1ccccc1C(=O)NCc1ccco1
    4.6, 2.4
COCCOC(=O)C1=C(C)NC(=O)NC1c1c(F)cccc1Cl (centres undefined)
    9.0, -4.7
CSc1nnc(-c2ccc(Cl)cc2Cl)o1
    9.3, .
CCN(CC)CCNC(=O)c1cc2c(-c3ccc(Cl)cc3)nn(C)c2s1
    -10.1, -17.1
CCOC(=O)Cc1nnc(NC(=O)CSc2nnc3c4ccccc4n(C(C)C)c3n2)s1
    14.0, 2.3
Cc1cc(-c2nnc(-c3ccccc3)c(-c3ccccc3)n2)c(C)o1
    5.2, 11.3
Cc1cc2ncn(/N=C/c3ccc(-c4ccccc4)o3)c2cc1C
    -6.3, .
NC1=NC(c2ccccc2Cl)n2c(nc3ccccc32)N1 (centres undefined)
    -12.2, -3.9
OCCn1nc2c3ccccc3nc-2n(-c2ccccc2)c1=S
    -4.5, 89.0*
COc1ccc(-c2cc(CCCC(=O)N3CCN(c4ccc(OC)cc4)CC3)no2)cc1
    8.7, .

A draw from above in order of molecular weight, lowest first:
Each structure is followed by: RmlC RmlD mix, HIV RNase H inh
CCCCCCCC(=O)NN1CCOCC1
    4.4, .
Fc1ccccc1COc1ccc(/C=N/n2cnnc2)cc1
    3.7, -37.1
Cc1cc(C)c(S(=O)(=O)N(CC(=O)NCc2cccnc2)C2CCCCC2)c(C)c1
    -13.5, -20.3

More structures.
Each structure is followed by: RmlC RmlD mix, HIV RNase H inh
Cc1cc(Nc2ccc(C)c(Br)c2)n2nc(C)nc2n1
    4.0, -18.8
COc1ccc(-n2c(SCC(=O)NNC(=O)c3ccccc3C)nnc2-c2ccncc2)cc1
    -8.7, .
C=CCOc1ccc(CNc2nccs2)cc1OC
    7.9, .
Cc1ccc(-c2nc(Nc3ccccc3)n[nH]2)cc1
    5.4, 1.0

Profiles, looked up by structure.
`COc1ccc(-n2c(SCC(=O)NNC(=O)c3ccccc3C)nnc2-c2ccncc2)cc1` is listed with RmlC RmlD mix = -8.7; HIV RNase H inh = .
`Cc1ccc(-c2nc(Nc3ccccc3)n[nH]2)cc1` is listed with RmlC RmlD mix = 5.4; HIV RNase H inh = 1.0
